Screening results from PubChem.
Neddylation inh = inhibitors of cullin neddylation, primary screen, biochemical, TR-FRET, uHTS, NAE and Ubc12 | AID 651699, 2012 | calls only at 25 µM | 360,000 tested, 0.58% active | NEDD8-conjugating enzyme Ubc12 (Homo sapiens) + NEDD8-activating enzyme E1 regulatory …; in the data active means inhibition above about 36%
Target sequence (P61081 whole entry, looked up): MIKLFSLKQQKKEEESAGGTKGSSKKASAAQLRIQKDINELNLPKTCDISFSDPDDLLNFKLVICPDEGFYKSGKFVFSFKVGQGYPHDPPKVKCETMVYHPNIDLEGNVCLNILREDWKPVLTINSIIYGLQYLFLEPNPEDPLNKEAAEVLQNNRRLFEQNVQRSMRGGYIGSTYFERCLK
Target sequence (Q13564 whole entry, looked up): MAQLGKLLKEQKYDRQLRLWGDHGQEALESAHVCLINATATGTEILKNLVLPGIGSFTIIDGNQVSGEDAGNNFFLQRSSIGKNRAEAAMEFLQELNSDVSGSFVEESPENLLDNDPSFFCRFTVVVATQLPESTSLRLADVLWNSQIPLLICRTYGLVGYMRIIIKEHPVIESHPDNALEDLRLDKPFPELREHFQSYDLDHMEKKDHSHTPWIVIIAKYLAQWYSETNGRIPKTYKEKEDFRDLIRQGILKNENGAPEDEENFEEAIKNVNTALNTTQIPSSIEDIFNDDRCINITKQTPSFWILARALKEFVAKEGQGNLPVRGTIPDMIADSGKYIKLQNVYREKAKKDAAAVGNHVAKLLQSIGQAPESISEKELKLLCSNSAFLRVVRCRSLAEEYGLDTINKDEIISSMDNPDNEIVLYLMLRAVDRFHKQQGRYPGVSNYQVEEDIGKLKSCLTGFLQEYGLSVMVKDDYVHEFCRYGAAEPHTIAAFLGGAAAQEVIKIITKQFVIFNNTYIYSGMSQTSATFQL
MT1-MMP act inh = blockers of MT1-MMP proenzyme processing, primary screen, HT1080 RFP-PRO-GFP cells, GFP/RFP fluorescence. 360,000 tested, 0.061% active. GFP/RFP ratio change, % at 20 µM. GFP/RFP ratio fluorescence, overnight; percent of plate control window, DMSO zero. Matrix metalloproteinase-14 (Homo sapiens), P50281;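 active means GFP/RFP ratio change of at least 30% with cell ATP level not reduced by more than half and red fluorescence within 50% of control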; further: strong numbers were not always called active
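Assay system: RFP-PRO-GFP reporter HT1080 cells; read-out basis: GFP/RFP fluorescence ratio; benchmarks: DMSO wells and RFP-L50D-GFP cells; doses: 20 µM single dose, 1% DMSO; schedule: overnight cell settling, then overnight compound exposure, 37 °C, 5% CO2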
CSN deneddyl inh = inhibitors of CSN-mediated cullin deneddylation, primary screen, biochemical, fluorescence polarization, uHTS; inhibition, % at 12.5 µM; AID 651999, 2013; Purified CSN, SCF-Nedd8-OG deneddylation; 360,000 tested, 0.38% active;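 active means pattern-corrected inhibition above about 35%, with an unprinted fluorescence ratio check between 0.5 and 1.5, limit read from the data, passing the limit was not always enough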;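 further: 0% = enzyme with substrate and 100% = substrate without enzyme; some results filed as inactive read as strong as hits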
Target sequence (Q92905 whole entry, looked up, one chain of several): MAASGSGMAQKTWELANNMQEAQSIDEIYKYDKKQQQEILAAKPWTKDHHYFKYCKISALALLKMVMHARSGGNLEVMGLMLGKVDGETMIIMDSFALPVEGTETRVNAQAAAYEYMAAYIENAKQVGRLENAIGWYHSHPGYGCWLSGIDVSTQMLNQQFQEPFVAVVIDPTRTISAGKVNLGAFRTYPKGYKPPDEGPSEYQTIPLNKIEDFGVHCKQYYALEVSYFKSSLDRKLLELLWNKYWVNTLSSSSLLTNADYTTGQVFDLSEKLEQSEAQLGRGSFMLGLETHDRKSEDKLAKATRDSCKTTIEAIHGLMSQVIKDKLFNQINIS
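Test system: Human Csn5 produced in HEK293T cells | Compound: 12.5 µM single point | Times: 90 min, room temperature | Signal: Fluorescence polarization readout | Read-out basis: % inhibition of substrate cleavage by Csn5 | Controls: no-enzyme wells high, enzyme-with-substrate wells low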
SKN-1 inh = suppressors of acrylamide-induced Pgst-4::GFP reporter in worms, primary screen, SKN-1 inhibitor project, whole organism, uHTS, GFP/RFP fluorescence ratio, strain VP596; inhibition, % at 21.8 µM; C. elegans VP596 Pgst-4::GFP/RFP ratio, 24 h; 360,000 tested, 0.49% active;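 active means interference check ratio from 0.5 to 1.5 plus GFP to RFP signal ratio inhibition reaching or exceeding a fixed threshold, cut at about 30% in these data, passing the limit was not always enough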; further: some compounds called inactive have numbers as strong as hits
Rin1-Abl PPI inh = inhibitors of Rin1-Abl protein binding, primary screen, biochemical, TR-FRET; 360,000 tested, 0.4% active; Tyrosine-protein kinase ABL1 (Homo sapiens) + Ras and Rab interactor 1 (Homo sapiens), …; inhibition, % at 7.35 µM; in the data active means inhibition above about 5%, passing the limit was not always enough
NadD block = inhibitors of S. aureus NadD, primary screen, biochemical, colorimetric, uHTS. inhibition, % at 20 µM. 360,000 tested, 0.78% active. Nicotinate-nucleotide adenylyltransferase NadD (Staphylococcus aureus N315). purified NadD enzyme, colorimetric absorbance read-out; in the data active means inhibition above about 26%; further: some compounds past the cut are filed as inactive
Rpn11 block = Rpn11 (PSMD14) deubiquitinase inhibitors, primary screen, biochemical, fluorescence polarization, uHTS | human 26S proteasome, Ub4-pepOG fluorescence polarization; 20S core pre-blocked with epoxomicin | calls only at 20 µM | 360,000 tested, 0.59% active | AID 588493, 2011;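 active means inhibition at 20 µM, scaled to each plate's controls, above about 33%, limit read from the data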
FAS TE block = FAS thioesterase domain inhibitors, primary screen, biochemical, fluorescence intensity, uHTS. inhibition, % at 15 µM. 360,000 tested, 0.67% active. recombinant FAS-TE, OMFH fluorogenic substrate, fluorescence endpoint. Fatty acid synthase (Homo sapiens), P49327;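 active means compounds whose normalised, plate-corrected inhibition of enzyme fluorescence in the single-dose primary screen is 50% or more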;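 further: 0% = DMSO with enzyme and 100% = substrate without enzyme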
PABP1 MLLE inh = inhibitors of PABP1 MLLE–PAM2 peptide binding, primary screen, biochemical, fluorescence polarization, FITC-PAM2, GST-MLLE. Polyadenylate-binding protein 1 (Homo sapiens), P11940. inhibition, % at 20 µM. 360,000 tested, 0.36% active. AID 588489, 2011; in the data active means inhibition above about 35%, passing the limit was not always enough;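 further: plate controls were DMSO wells with GST-MLLE for no effect and wells lacking GST-MLLE protein for full effect; some results filed as inactive read as strong as hits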
The depositor's hits bear a star; i = inactive; x = not tested or not shown. Not a hit list; 3.9% or so of the library scored in one or more.

SMILES	Neddylation inh	MT1-MMP act inh	CSN deneddyl inh	SKN-1 inh	Rin1-Abl PPI inh	NadD block	Rpn11 block	FAS TE block	PABP1 MLLE inh
COc1ccc(-c2cc(C(F)(F)F)nc(N3CCN(Cc4ccccc4)CC3)n2)cc1OC	i	-4	0	13	1	-6	i	21	-2
COc1cccc(NC(=O)COC(=O)c2cccnc2)c1	i	-2	1	-7	3	-4	i	-8	-8
CN(N=Cc1ccc([N+](=O)[O-])cc1)c1ccccn1	i	-2	12	48*	2	-2	i	50*	-3
Cc1sc2ncn(CC(=O)NCc3ccccc3)c(=O)c2c1C	i	1	-3	-3	0	-3	i	8	11
O=C(C1=C[C@@H](c2coc3ccccc3c2=O)C[C@@H](OCc2ccc(CO)cc2)O1)N1CCCCCCC1	i	4	-1	0	2	-3	i	0	-4
Cc1c2cnn(-c3ccccc3)c(=O)c2c(C)n1CCCC(=O)NCCN1CCN(C)CC1	i	1	-1	14	0	-7	i	-5	-22
COc1ccc(C(=O)CC2OC(=O)c3ccccc32)cc1OC (stereo unspecified)	i	-2	-2	-20	-6	2	i	-4	3
O=C(Nc1ccc(S(=O)(=O)NC2CCCC2)cc1)c1cnccn1	i	8	-4	-3	-3	2	i	-7	-13
CC(=O)N/C(=C\c1ccc(F)cc1)C(=O)OC(C)C	i	0	4	8	-1	-5	i	-9	6
Cc1c(C(=O)Nc2ccc(S(=O)(=O)N(C)C3CCN(C)CC3)cc2)oc2ccccc12	i	2	4	1	-3	-8	i	5	-6
CCN(C(=O)C1CCN(c2nc(-c3ccc(OC)cc3)no2)CC1)c1ccc(OC)cc1	i	-4	3	-11	1	-8	i	19	-6
Cc1ccccc1C(=O)NCCCc1ccccc1	i	6	-5	0	0	-2	i	-13	14
Cc1nc2ccccc2n1CC(=O)N/N=C/c1cccs1	i	5	2	15	-1	-2	i	-11	-6
Cc1ccccc1S(=O)(=O)NC(=O)C1(C)CCN1C(=O)Cc1ccc(Cl)cc1Cl (stereo unspecified)	i	2	-1	20	-5	-8	i	-8	5
Cc1nn(Cc2ccc(C(=O)n3cccn3)o2)c(C)c1Br	i	-1	0	14	0	-4	i	0	4
CCn1c(=O)cc(OCC(=O)N(C)c2ccccc2F)c2ccccc21	i	4	-2	6	-2	-3	i	-4	2
O=C(CN1C(=O)c2ccccc2S1(=O)=O)c1ccccc1F	i	-2	0	7	0	-4	i	3	-10
Cc1nn(-c2ccc(N3CCOCC3)nn2)c(C)c1CCC(=O)NCc1ccccc1F	i	3	1	4	3	2	i	0	6
Cc1ccc2ccccc2c1C(O)c1ncc(-c2ccc(C(F)(F)F)cc2)[nH]1 (stereo unspecified)	i	6	-1	10	-2	7	i	18	2
CCC(=O)c1ccc(OCC(O)CN2CCc3ccccc3C2)cc1 (stereo unspecified)	i	0	2	5	-3	-7	i	0	3
CCCCN(CCCC)C(=O)CN(C)S(=O)(=O)c1ccc2c(c1)n(C)c(=O)c(=O)n2C	i	1	-4	-3	-2	-2	i	14	-9
CN(C)c1ccc(NC(=O)CSc2n[nH]c(-c3ccco3)n2)cc1	i	3	-8	2	1	-2	i	-8	-11
CN(CC1CCCO1)S(=O)(=O)c1ccc(C(=O)NCc2ccccc2)cc1 (stereo unspecified)	i	1	-1	0	-4	-4	i	-11	-4
CCOC(=O)C(C(=O)OCC)C(Nc1ccc(Br)cc1)c1ccccc1 (stereo unspecified)	i	21	0	23	2	14	i	20	-3
Nc1nc(-c2ccccc2)[nH]c(=O)c1N	i	3	1	6	-2	2	i	-7	8
Cc1nnc(NC(=O)CCN2C(=O)C3CC=CCC3C2=O)s1 (stereo unspecified)	i	-2	-5	15	1	4	i	-10	-62
COc1ccc(-c2c(NC(=O)c3ccco3)oc3ccccc3c2=O)cc1OC	i	-3	0	-3	0	3	i	-8	11
Cc1cnc(C(=O)OCc2cc(=O)n3c(C)cccc3n2)cn1	i	1	4	4	-1	-3	i	-9	19
CCC(=O)c1cn(CC(=O)Nc2ccc(C)cc2)c2ccccc12	i	4	0	19	-4	-9	i	-7	6
CCOC(=O)n1c(=O)oc2ccc(Cl)cc21	i	x	1	-31	2	-5	i	-12	-8
CC1(C)CSC(=NCCc2ccccc2)N1C(=O)c1ccc(C#N)cc1	i	5	-4	-6	-2	-4	i	-4	13
COc1ccc(NC(=O)c2cccc(S(=O)(=O)NCc3ccccc3)c2)cc1S(N)(=O)=O	i	-4	2	-14	5	1	i	-4	13
CCN1CCN(C(=O)c2ccc3c(c2)N(Cc2ccc(F)cc2)C(=O)c2ccccc2S3=O)CC1 (stereo unspecified)	i	0	0	-2	2	1	i	0	8
COc1ccc(N2CCN(C(=O)c3ccccc3F)CC2)c([N+](=O)[O-])c1	i	-1	6	3	0	-6	i	-7	-6
C=CCn1c(SCC(=O)Nc2cc(C)cc(C)c2)nnc1-c1cnccn1	i	1	-1	3	0	2	i	-1	-26
COc1ccc(/C=C/C(=O)NCCCN2CCCCCC2)cc1	i	-7	1	-14	3	2	i	-4	-8
Cc1cc(NC(=O)c2c([N+](=O)[O-])c(C)nn2C)no1	i	-1	3	3	-2	-3	i	2	0
N#C/C(=C\c1ccc(OC(=O)c2cccs2)cc1)c1nc2ccccc2[nH]1	i	-44	6	8	-1	19	i	19	-1
O=C(OCC(=O)N1CCCCC1)c1c[nH]c2ccccc12	i	1	-4	-3	6	-2	i	-5	9
CC1CCCC(C)N1C(=O)CCN1C(=O)C2C3C=CC(C3)C2C1=O (stereo unspecified)	i	2	0	12	3	-2	i	-6	-16

Arranged by the number under NadD block (ascending): some entries from above
mol | Neddylation inh | MT1-MMP act inh | CSN deneddyl inh | SKN-1 inh | Rin1-Abl PPI inh | NadD block | Rpn11 block | PABP1 MLLE inh
COc1ccc(N2CCN(C(=O)c3ccccc3F)CC2)c([N+](=O)[O-])c1 | i | -1 | 6 | 3 | 0 | -6 | i | -6
Cc1cc(NC(=O)c2c([N+](=O)[O-])c(C)nn2C)no1 | i | -1 | 3 | 3 | -2 | -3 | i | 0
CC1CCCC(C)N1C(=O)CCN1C(=O)C2C3C=CC(C3)C2C1=O (stereo unspecified) | i | 2 | 0 | 12 | 3 | -2 | i | -16
Nc1nc(-c2ccccc2)[nH]c(=O)c1N | i | 3 | 1 | 6 | -2 | 2 | i | 8

(cont.)
SMILES	Neddylation inh	MT1-MMP act inh	CSN deneddyl inh	SKN-1 inh	Rin1-Abl PPI inh	NadD block	Rpn11 block	FAS TE block	PABP1 MLLE inh
CCOC(=O)c1ccc2[nH]c(C)cc(=O)c2c1	x	0	-3	9	0	6	i	-4	14
N=c1ccn(Cc2ccc(F)cc2)cc1	i	-1	2	5	2	1	i	-5	13
CCOC1=CC2=C(C(=O)C(Cl)=CC2=O)[C@@H]2CN(S(=O)(=O)c3ccc(C)cc3)[C@@H](c3ccccc3)[C@H]12	i	0	-3	9	10	37*	i	15	46*
C=CCn1c(N)nc2ccccc21	i	3	5	10	0	-2	i	-4	7
CCCCc1ccc(NC(=O)CSc2nc(=O)n(CCCN3CCOCC3)c3c2CCC3)cc1	i	-7	-2	8	-1	-2	i	5	-3
CCOc1ccc(-n2c(SCc3cc(=O)oc4cc(C)c(C(C)C)cc34)nnc2-c2cccnc2)cc1	i	-6	-3	-1	-6	-6	i	-6	-11
NC(=O)CSCc1nc2ccccc2s1	i	-6	-1	-2	-3	0	i	-2	24
CCOC(=O)CC(NC(=O)c1ccccc1)c1ccc(OC)cc1 (stereo unspecified)	i	-4	1	10	3	-4	i	-6	-5
CC(=O)c1ccc(OCCCC(=O)n2nnc3ccccc32)cc1	i	-2	6	3	2	0	i	15	-13
OC[C@H]1O[C@@H](c2nc3ccc(-c4nc(-c5cccs5)no4)cc3[nH]2)C[C@@H]1O	i	1	-2	16	3	-1	i	-6	11
CC1CCCC(NC(=O)COc2ncnc3ccccc23)C1C (stereo unspecified)	i	0	2	15	3	-1	i	-5	-9
NCCCC[C@H](NC(=O)C1CCNCC1)c1nnc([C@@H](N)CO)o1	i	5	0	8	2	3	i	-5	2
CC(C)(C)Cc1c(-c2ccccc2)nc2ccc(Br)cn12	i	-2	1	10	-1	1	i	20	-2
CCN1C(=S)N[C@@H](CCc2ccccc2)[C@H](C(=O)OC)[C@H]1C	i	5	-10	10	0	6	i	-2	-66
N#C/C(=C/c1ccc(CNS(=O)(=O)c2ccccc2)o1)C(=O)NCc1ccccc1	i	0	3	-4	-3	-6	i	1	-12
O=C1NC(Cc2ccc(O)cc2)c2nc3cc(Cl)ccc3c(=O)n2-c2cc3ccccc3cc21 (stereo unspecified)	i	-16	5	10	-6	29	i	27	-8
CC1=C(C#N)C(/C=N/OCc2ccc(Cl)cc2)CC(=O)N1 (stereo unspecified)	i	-2	-1	8	0	1	i	25	7
COc1cccc(CNc2ccc(Br)cn2)c1O	i	-2	-2	8	-4	2	i	1	11
CCCc1nnc(SCC(=O)N2CCCCC2C)n1CCCOC (stereo unspecified)	i	2	9	0	3	1	i	-4	11
CC(=O)c1c(C)[nH]c(C(=O)CSc2nnc(CN3CCCCCC3=O)n2-c2ccccn2)c1C	i	-1	-1	-5	-2	6	i	-8	-46
COC(=O)CN1C(=S)N(c2ccc(F)cc2)C(=O)C1CC(=O)Nc1ccc(OC)cc1 (stereo unspecified)	i	6	-6	1	2	-5	i	4	-7
Cc1ccsc1C(=O)N1CCN(c2ncccn2)CC1	i	3	0	4	0	5	i	-8	7
Cc1ccc(N(CC(=O)O)S(C)(=O)=O)cc1	i	-1	-10	-2	3	-4	i	2	5
COc1ccc(Cc2nnc(SCC(=O)N3CCN(c4ccccc4)CC3)o2)cc1	i	-1	-1	8	-3	-1	i	2	-46
CCOc1ccc(NC(=O)c2c[nH]n3c(=O)cc(C4CCN(C(=O)OC(C)(C)C)CC4)nc23)cc1	i	3	1	3	0	21	i	23	0
COc1ccc(-n2nnc3c(SCC(=O)c4ccccc4)ncnc32)cc1	i	4	1	-3	1	-10	i	11	23
CCOC(=O)C1=C(O)CSC1=Nc1ccccc1	i	2	1	4	-2	-1	i	-10	-17
CCN(CC)CCn1c(NC(=O)c2ccc(C(F)(F)F)cc2)nc2ccccc21	i	8	-14	-14	1	6	i	-9	13
O=C1OCCC1S(=O)(=O)c1ccc2ccccc2c1 (stereo unspecified)	i	-4	-1	-2	-1	-6	i	-9	-3
CCOc1ccc(N(CC(=O)Nc2ccc3c(c2)OCCO3)S(=O)(=O)c2c(C)noc2C)cc1	i	-1	-8	0	-1	-8	i	11	3
O=[N+]([O-])c1cccc(N/N=C/c2ccc(N3CCOCC3)cc2)c1	i	3	2	-9	-3	-2	i	30	5
COc1ccc(CC(=O)NCCc2ccc(OC)c(OC)c2)cc1	i	-6	-3	8	0	-5	i	-3	-12
